Source: PubChem BioAssay
BH1578 lux ind – inducers of Vibrio cholerae quorum light production without autoinducers, primary screen, BH1578 luxS cqsA deficient, single point. hit rate 0.16% among 350,000. V. cholerae BH1578 lux reporter, luminescence, 6 h. activation, % at 18.7 µM. AID 588436, 2011; in the data active = activation mostly above about 9.7%, no sharp cut-off; note: not every result past the cut was called active; inactives centre near 0; reference of the scale not given here
SARS 3CLpro inh – SARS-CoV 3CLpro protease inhibitors, primary screen, biochemical, quenched FRET. hit rate 0.14% among 290,000. Replicase polyprotein 1ab (Severe acute respiratory syndrome coronavirus), P0C6X7. AID 1706, 2009. recombinant SARS-CoV 3CLpro, quenched FRET peptide cleavage. inhibition, % at 6 µM; in the data active = inhibition above about 12%
GDH-TPI inh – GDH-TPI coupling enzyme inhibitors, primary screen, artefact control for M. tuberculosis FBA inhibitor project, biochemical, absorbance, full deck; GDH-TPI coupled enzyme counterscreen, NADH absorbance; inhibition, % at 4.8 µM; hit rate 1.2% among 360,000; in the data active = inhibition above about 30%;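 note: 0% = DMSO wells and 100% = wells lacking the enzyme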
FBA Mtb inh – Mtb FBA enzyme inhibitors, primary screen, biochemical, fluorescence, strain H37Rv | purified M. tuberculosis FBA, fluorescence read-out | hit rate 2.3% among 360,000 | Fructose-bisphosphate aldolase (Mycobacterium tuberculosis (strain ATCC 25618 / H37Rv)), … | inhibition, % at 1 µM; in the data active = inhibition above about 27%;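 note: 0% = vehicle and 100% = reference inhibitor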
Target sequence (P9WQA3 whole entry, looked up): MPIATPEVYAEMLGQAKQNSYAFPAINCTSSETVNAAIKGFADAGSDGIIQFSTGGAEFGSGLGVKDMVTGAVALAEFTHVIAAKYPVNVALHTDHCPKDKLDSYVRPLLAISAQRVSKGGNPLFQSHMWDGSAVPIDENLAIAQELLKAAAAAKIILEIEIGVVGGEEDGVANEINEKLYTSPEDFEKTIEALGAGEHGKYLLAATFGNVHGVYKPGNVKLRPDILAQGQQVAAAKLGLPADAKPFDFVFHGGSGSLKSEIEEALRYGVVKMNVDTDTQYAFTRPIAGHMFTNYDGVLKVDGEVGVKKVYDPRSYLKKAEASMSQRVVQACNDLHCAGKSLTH
DUSP3 inh – VHR1 phosphatase inhibitors, primary screen, biochemical, absorbance, uHTS. Dual specificity protein phosphatase 3 (Homo sapiens), P51452. recombinant VHR phosphatase, pNPP absorbance. inhibition, % at 13.3 µM. hit rate 0.52% among 290,000. AID 1654, 2009; in the data active = inhibition above about 50%; note: some compounds called inactive have numbers as strong as hits
Target sequence (P51452 whole entry, looked up): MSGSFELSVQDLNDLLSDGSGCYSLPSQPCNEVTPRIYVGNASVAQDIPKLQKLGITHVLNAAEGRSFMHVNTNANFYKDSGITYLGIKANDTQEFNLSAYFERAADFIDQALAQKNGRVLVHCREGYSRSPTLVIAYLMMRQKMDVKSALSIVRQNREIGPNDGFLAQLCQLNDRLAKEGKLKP
PriA SSB inh – inhibitors of Klebsiella pneumoniae PriA binding to SSB C-terminal tail, primary screen, biochemical, AlphaScreen; PriA–SSB C-terminal tail interaction (Klebsiella pneumoniae); AlphaScreen SSBct-PriA binding, biotinylated peptide; inhibition, % at 33 µM; hit rate 0.6% among 430,000; AID 1272365, 2023; in the data active = inhibition mostly above about 37%, no sharp cut-off; inactive = mostly below about 20%;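 note: plate controls were negative control peptide for no effect and reference peptide for full effect; strong numbers were not always called active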
Rv3671c inh – Rv3671c serine protease inhibitors, primary screen, biochemical, fluorescence polarization, M. tuberculosis H37Rv. P9WHR9. inhibition, % at 5.96 µM. hit rate 0.048% among 320,000; in the data active = inhibition above about 38%;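 note: extracellular domain of Rv3671c used as enzyme; 0% = enzyme with DMSO and 100% = no enzyme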
MazEF act – activators of E. coli MazEF toxin-antitoxin RNase, primary screen, biochemical, fluorescence, uHTS; hit rate 0.32% among 350,000; AID 504720, 2011; FAM/BHQ RNA-DNA oligo cleavage fluorescence, 5 h; Endoribonuclease toxin MazF (Escherichia coli (strain K12)), P0AE70; activation, % at 20 µM; in the data active = activation above about 50%
Target sequence (P0AE70 whole entry, looked up): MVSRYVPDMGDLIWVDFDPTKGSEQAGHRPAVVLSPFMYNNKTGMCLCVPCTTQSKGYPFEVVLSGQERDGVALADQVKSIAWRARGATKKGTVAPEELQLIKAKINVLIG
Mtb BioA inh – M. tuberculosis BioA enzyme inhibitors, primary screen, biochemical, plate reader, single point, HTS. 7,8-diaminopelargonic acid synthase BioA (Mycobacterium tuberculosis). inhibition, % at 9.99 µM. AID 602481, 2012. purified M. tuberculosis BioA enzyme. hit rate 0.096% among 360,000; in the data active = inhibition above about 40%
Mtb UGM inh – M. tuberculosis UGM enzyme inhibitors, primary screen, biochemical, fluorescence polarization, single point. inhibition, % at 10 µM. AID 504406, 2011. UDP-galactopyranose mutase (Mycobacterium tuberculosis (strain ATCC 25618 / H37Rv)), …. purified UGM, fluorescence polarization probe displacement. hit rate 0.06% among 320,000; in the data active = inhibition above about 10%, passing the limit was not always enough
Target sequence (P9WIQ1 whole entry, looked up): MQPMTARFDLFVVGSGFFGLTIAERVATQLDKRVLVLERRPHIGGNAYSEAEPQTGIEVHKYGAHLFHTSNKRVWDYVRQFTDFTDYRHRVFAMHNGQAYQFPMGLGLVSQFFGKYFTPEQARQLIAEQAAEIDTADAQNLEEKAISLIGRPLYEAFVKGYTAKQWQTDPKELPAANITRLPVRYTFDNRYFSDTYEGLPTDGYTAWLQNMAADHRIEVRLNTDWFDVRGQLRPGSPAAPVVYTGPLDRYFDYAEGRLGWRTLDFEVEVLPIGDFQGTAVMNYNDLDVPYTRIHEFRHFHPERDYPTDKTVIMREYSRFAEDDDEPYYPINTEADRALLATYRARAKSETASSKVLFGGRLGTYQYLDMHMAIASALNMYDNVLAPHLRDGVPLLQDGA
Starred values were filed as active, the others as inactive; i = inactive; · = no result given; + = active, no number; & = joins results of further samples. Not all compounds are listed (hit frequency here may not be typical).

Value order – GDH-TPI inh	Mtb BioA inh	Rv3671c inh	PriA SSB inh	SARS 3CLpro inh	DUSP3 inh	Mtb UGM inh	FBA Mtb inh	BH1578 lux ind	MazEF act
- CCN1CCN(S(=O)(=O)c2ccc(Br)s2)CC1
    3	·	4	-15	2	1	-1.2	1	-0.9	5
- CC(=O)Nc1ccc(NC(=O)C(C)OC(=O)C2CCN(S(=O)(=O)c3ccccc3C(F)(F)F)CC2)cc1 (configuration not stated)
    7	0.8	·	6	·	·	·	3	-0.4	-1
- Cc1ccc(-c2cc(C(F)F)nc(NCC3CCCO3)n2)cc1 (configuration not stated)
    2	·	1	-23	4	4	-0.7	6	i	-7
- COc1ccc2nc(-c3ccc(N)cc3)[nH]c2c1
    30	3.2	15	12	1	4	-0.9	+	-0.3	6
- CC1(C(=O)NCCOc2ccccc2Cl)CC1(Cl)Cl (configuration not stated)
    9	0.8	-1	-8	3	-4	-2.5	2	-0.2	5
- CCN1C(=O)C(CC(=O)Nc2ccccc2Cl)N(NC(=O)c2cccc(F)c2)C1=S (configuration not stated)
    10	0.3	-12	-10	2	-11	2.7	2	-4.3	7
- OCC[C@H]1C[C@H](O)[C@@H](O)[C@@]2(Cc3ccccc3O2)O1
    -1	0.6	-6	1	·	·	0.0	1	i	6
- Cc1ccc(N2C(=O)CC(Cc3cccc(C)c3)C2=O)cc1 (configuration not stated)
    -5	·	-2	-17	4	18	-1.4	0	i	-5
- O=C(O)c1ccccc1SC1CC(=O)N(c2cccc3ccccc23)C1=O (configuration not stated)
    11	2.1	·	-3	2	21	·	0	-0.2	4
- O=C(Nc1ccccc1NC(=O)c1c(F)c(F)c(F)c(F)c1F)c1c(F)c(F)c(F)c(F)c1F
    -3	-0.7	2	3	-6	2	1.1	-1	i	-3
- C#CCOCCOCCOCCNc1nc(N2CCN(C(=O)[C@H]([C@@H](C)CC)n3cc([C@@H](N)Cc4ccc(O)cc4)nn3)CC2)nc(N2CCN(C(=O)[C@H](Cc3ccc(O)cc3)n3cc([C@@H](N)CC(C)C)nn3)CC2)n1
    4	0.3	-8	-6	0	21	-1.3	1	-5.9	12
- CC(C)COC(=O)N(C)C[C@@H]1OCc2cnnn2CCCC(=O)N([C@H](C)CO)C[C@H]1C
    3	-0.3&-1.4	·	·	·	·	·	1	i	5
- Cc1c(C(=O)Nc2ccccc2F)sc2nc3n(c(=O)c12)CCC3
    9	0.6	-2	-6	-1	-25	-1.0	-3	-2.1	15
- Cc1cc(C)c(NC(=O)CCCCCNC2CCCCC2)c(C)c1
    22	1.7	·	-1	-3	11	-0.3	1	-0.7	4
- O=C(NCCS(=O)(=O)N1CCN(c2ccccc2F)CC1)c1c(F)cccc1F
    2	0.0	-1	1&-5	·	·	-0.9	4	-1.8	-11
- O=C(OCc1cn([C@H]2CN(C(=O)c3cccs3)[C@@H](c3ccccc3)C[C@@H]2O)nn1)c1ccccc1
    7	-0.1	·	·	·	·	·	4	i	9
- Cc1ccc(Nc2ncnc(Cl)c2N)cc1
    7	14	·	-5	·	·	·	-5	-3.3	4
- Cc1ccc2c(c1)c(C)c(C)n2CC(O)Cn1nnc2ccccc21 (configuration not stated)
    8	1.9	-15	14	8	19	2.6	-7	-26	0
- O=C1SCC(c2ccccc2)=NN1Cc1ccccc1
    0	·	7	-30	-1	-8	0.1	7	1.3	-11
- CCc1nc(Nc2cc(OC)ccc2OC)c2oc3ccccc3c2n1
    2	-1.1	1	-10	-2	6	-1.0	-1	-0.8	9
- Cc1cc(C)c(S(=O)(=O)Nc2ccc3c4c(cccc24)CC3)c(C)c1
    16	-1.0	-5	-6	4	7	-1.9	8	-0.2	-9
- Cc1cc(C)cc(NC(=O)CCCn2nc(C)c3c(C)n(-c4ccccc4)nc3c2=O)c1
    -7	-0.8	3	-2	-1	-47	-1.5	2	-0.2	11
- Cn1c(CCc2nc3ccccc3[nH]2)nnc1SCC#N
    3	0.9	-2	-1	0	35	6.1	1	0.1	6
- COc1ccccc1NC(=O)Nc1cnccn1
    5	·	-6	-17	3	16	-1.2	3	-0.4	1
- Clc1ccc(Cc2noc(CN3CCN(c4ccccc4)CC3)n2)c(Cl)c1
    12	-1.7	-8	-31	2	-3	1.9	4	-0.4	-17
- N#CC(c1ccccc1)c1cnccn1 (configuration not stated)
    -14	-1.6	-1	-18	·	·	0.9	2	i	3
- Cc1ccc(OC(C)c2nnc(N)s2)cc1Cl (configuration not stated)
    0	·	-2	-4	3	6	0.3	0	-0.4	5
- CCN(CC)S(=O)(=O)c1ccc(-c2nnc(SCC(=O)Nc3nnc(C)s3)n2CC)cc1
    3	·	-4	-3	4	8	-0.6	-2	i	-7
- c1ccc(-c2nnc(SCc3ccncc3)o2)cc1
    8	0.0	·	·	·	·	·	3	i	-8
- COCCN(C(=O)COC(=O)C1CC1)c1c(N)n(Cc2ccccc2)c(=O)[nH]c1=O
    1	-2.2	10	-9	·	·	0.3	0	0.1	-3

As a short view, part of the list above.
Value order – GDH-TPI inh	Mtb BioA inh	Rv3671c inh	PriA SSB inh	SARS 3CLpro inh	DUSP3 inh	Mtb UGM inh	FBA Mtb inh	BH1578 lux ind	MazEF act
- CCN1CCN(S(=O)(=O)c2ccc(Br)s2)CC1
    3	·	4	-15	2	1	-1.2	1	-0.9	5
- CC(=O)Nc1ccc(NC(=O)C(C)OC(=O)C2CCN(S(=O)(=O)c3ccccc3C(F)(F)F)CC2)cc1 (configuration not stated)
    7	0.8	·	6	·	·	·	3	-0.4	-1
- Cc1ccc(-c2cc(C(F)F)nc(NCC3CCCO3)n2)cc1 (configuration not stated)
    2	·	1	-23	4	4	-0.7	6	i	-7
- COc1ccc2nc(-c3ccc(N)cc3)[nH]c2c1
    30	3.2	15	12	1	4	-0.9	+	-0.3	6
- CC1(C(=O)NCCOc2ccccc2Cl)CC1(Cl)Cl (configuration not stated)
    9	0.8	-1	-8	3	-4	-2.5	2	-0.2	5
- CCN1C(=O)C(CC(=O)Nc2ccccc2Cl)N(NC(=O)c2cccc(F)c2)C1=S (configuration not stated)
    10	0.3	-12	-10	2	-11	2.7	2	-4.3	7

Remaining list, next part
Value order – GDH-TPI inh	Mtb BioA inh	Rv3671c inh	PriA SSB inh	SARS 3CLpro inh	DUSP3 inh	Mtb UGM inh	FBA Mtb inh	BH1578 lux ind	MazEF act
- CCCCCC(=O)NC(NC(=S)Nc1ccc(S(N)(=O)=O)cc1)C(Cl)(Cl)Cl (configuration not stated)
    -3	-0.7	-15	-12	4	6	-2.8	-2	i	5
- COC(=O)c1c(C)oc(C)c1S(=O)(=O)N(C)C1CCCCC1
    -9	-2.2	-5	-3	-4	10	0.6	-3	0.2	7
- O=c1c2ccccc2ncn1-c1ccc(Cl)c(Cl)c1
    7	-0.1	-13	-20	-1	4	-2.2	1	i	2
- O=C(COC(=O)c1ccc(O)cc1)Nc1ncc(Cl)cc1Cl
    2	0.6	-1	-8	1	34	-3.0	4	-0.2	6
- CCOC(=O)c1ccccc1NC(=O)C1=COCCO1
    -1	1.0	-3	-13	·	·	-1.1	1	i	-5
- Cc1ccc(C)c(N(CC(=O)NC(C)(C)C)C(=O)CCC(=O)Nc2nccs2)c1
    8	-0.7	16	-14	7	8	-3.6	0	i	-29
- COc1ccccc1NC(=O)CNS(=O)(=O)c1ccccc1
    2	-1.5	-14	-15	-1	14	-0.4	-2	i	-1
- Cc1ccc(C(C)n2cc(C(=O)NCc3cccnc3)nn2)cc1 (configuration not stated)
    4	1.1	9	-1	-4	16	-4.5	0	i	-6
- O=C1c2ccccc2C(=O)N1CCCCCCN1C(=O)c2ccccc2C1=O
    3	1.9	·	-9	·	·	·	1	i	2
- Cc1cc(C)nc(N(C#N)CC(=O)N2CCC(C(N)=O)CC2)n1
    -4	-2.2	-6	-7	4	-5	-1.2	-2	i	4
- COc1ccccc1N1CCN(CC(=O)Nc2ccc(Cl)c(C(F)(F)F)c2)CC1
    15	-2.1	6	-6	-1	5	-1.5	1	i	-15
- COc1ccc(S(=O)(=O)N2CCOCC2)cc1NC(=O)CSc1nnc2c(n1)[nH]c1ccccc12
    8	-0.4	-27	2	3	19	0.3	1	-0.2	14
- COc1ccc(OC)c(S(=O)(=O)N2CCC(C(=O)NCc3ccccn3)CC2)c1
    -5	-1.2	-6	-18	1	26	0.5	0	-0.3	13
- CCOc1cc(N(CC)CC)ccc1/C=C(/C#N)c1nc2ccccc2[nH]1
    8	-2.2	8	-5	-14	5	-1.5	-22	6.5	132*
- CCN(C(=O)c1ccnn1C)c1ccccc1
    -5	·	-1	-2	-2	-8	-0.9	1	-0.5	-20
- COc1cccc(CN2CC(C(=O)NCc3ccc(C)c(F)c3)CCC2=O)c1 (configuration not stated)
    -5	3.1	-1	-7	1	14	-2.0	2	-1.6	-2
- CC(NC(=O)CCC(=O)c1cccs1)c1ccccc1 (configuration not stated)
    12	-3.3	-5	3	·	·	1.2	3	-2.8	9
- CCOC(=O)CC(=O)c1[nH]c(C)c(C(=O)OCC)c1C
    -6	·	-4	-18	-1	-1	0.2	0	-0.1	4
- COc1ccc(C(=O)OCC(=O)NCc2cccs2)c(OC)c1OC
    5	5.3	-11	0	·	·	-0.4	-1	i	3
- CCC(=O)N1CCc2cc(S(=O)(=O)Nc3ccc4c(c3)OCCO4)ccc21
    -2	2.3	1	-11	-7	7	2.5	0	-2.0	3
- CCOc1ccc(NC(=O)C(Cc2ccccc2)N2C(=O)c3cccc4cccc(c34)C2=O)cc1 (configuration not stated)
    11	·	-3	-7	5	-1	1.7	1	i	2
- Cn1cc(C(=O)Nc2ccc3c(c2)CCC3)cn1
    0	·	-6	1	0	24	0.1	0	-0.3	5
- c1ccc2cc3[nH]c(CN4CCOCC4)nc3cc2c1
    7	3.1	0	-5	-3	-5	-5.3	103*	i	9
- C[C@@H]1CN([C@@H](C)CO)C(=O)CCCn2nncc2CO[C@H]1CN(C)C(=O)Nc1ccc(-c2cccs2)cc1
    3	-0.8&-3.3	·	·	·	·	·	2	0.7	7
- COc1ccc([C@H]2C[C@@H](n3cc(C4CC4)nn3)[C@H](O)CN2CC2CCCCC2)cc1
    5	0.5	·	·	·	·	·	0	-0.4	2

Quoted from the listing:
CCOc1cc(N(CC)CC)ccc1/C=C(/C#N)c1nc2ccccc2[nH]1 | SARS 3CLpro inh = -14
c1ccc2cc3[nH]c(CN4CCOCC4)nc3cc2c1 | PriA SSB inh = -5
Cc1cc(C)nc(N(C#N)CC(=O)N2CCC(C(N)=O)CC2)n1 | GDH-TPI inh = -4
COc1cccc(CN2CC(C(=O)NCc3ccc(C)c(F)c3)CCC2=O)c1 (configuration not stated) | SARS 3CLpro inh = 1
COc1ccc(OC)c(S(=O)(=O)N2CCC(C(=O)NCc3ccccn3)CC2)c1 | SARS 3CLpro inh = 1
CC(NC(=O)CCC(=O)c1cccs1)c1ccccc1 (configuration not stated) | Rv3671c inh = -5
